Bioassay records as filed in PubChem.
TROY NFkB inh: TROY signaling inhibition; Q293 LMP1-TROYcd NF-kB luciferase reporter, 4 h; inhibition, % at 10 µM; 360,000 compounds, 0.98% hits; AID 1347056;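 active means compounds whose plate-normalised and pattern-corrected inhibition of the luciferase reporter signal at the single screening dose is 50% or more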
LMP1 NFkB inh: reduces LMP1-driven NF-kappaB luciferase signal. LMP1-induced NF-kappaB luciferase reporter cells, luminescence. inhibition, % at 12.5 µM. 350,000 compounds, 0.69% hits; in the data active means inhibition above about 41%;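 further: 0% = neutral control wells and 100% = reference inhibitor control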
NOD2-RIPK2 inh: blocks binding of human NOD2 to RIPK2 | CHO BLA complementation NOD2-RIPK2, CCF4 ratio | O43353 | inhibition, % at 4.98 µM | 360,000 compounds, 0.38% hits; in the data active means inhibition above about 21%;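 further: 0% = vehicle only and 100% = reference blocker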
SRC3 inh: inhibits human SRC3 coactivator; HEK293 GAL4-SRC3 luciferase reporter, luminescence; inhibition, % at 3.6 µM; Q9Y6Q9; 360,000 compounds, 0.17% hits;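 active means inhibition above a per-campaign cutoff, the mean of all compounds plus 3 SD, cut at about 60% in these data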;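 further: 0% = DMSO-treated cells and 100% = gossypol-treated cells at 36 µM; higher means less SRC3-driven luciferase light from the GAL4 reporter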
TLR9-MyD88 block: blocks human TLR9 binding to MyD88. Q9NR96+Q99836. CHO BLA complementation TLR9-MyD88, CCF4 FRET ratio. inhibition, % at 4.98 µM. 340,000 compounds, 0.21% hits;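 active means inhibition above the mean over all tested compounds plus 3 SD, cut at about 21% in these data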;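 further: 0% = DMSO only wells and 100% = clavulanate BLA inhibitor control wells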
Vif imaging: inhibitors of HIV Vif; 340,000 compounds, 0.35% hits; inhibition, % at 7.49 µM; AID 602346; HEK293T cells, Vif self-association by quenched fluorescence, imaging, 24 h; in the data active means inhibition above about 50%, passing the limit was not always enough; further: some results filed as inactive read as strong as hits
TRAIL sens C8: caspase-8 TRAIL sensitization; NB7+C8 cells + TRAIL, ATPlite viability luminescence; inhibition (viability loss, TRAIL sensitization), % at 10 µM; 360,000 compounds, 1% hits;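 active means compounds causing at least 50% loss of cell viability in the single-dose screen, relative to plate controls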
COUP-TFII inh: blocks human COUP-TFII nuclear receptor; P24468; HEK293T NGFI-A luciferase reporter, luminescence; inhibition, % at 8.6 µM; 370,000 compounds, 0.7% hits;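 active means inhibition above a per-plate cutoff, mean inhibition of test wells between control levels plus 3 SD, cut at about 38% in these data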;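 further: cells cotransfected with COUP-TFII expression vector driving the NGFI-A reporter; 0% = median of COUP-TF2 test wells and 100% = reporter-only cells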
NCOA2 inhibitor: inhibits human steroid receptor coactivator 2; inhibition, % at 9 µM; HEK293 GAL4-SRC2 luciferase reporter, luminescence; 370,000 compounds, 0.17% hits;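 active means inhibition above the mean inhibition of all tested compounds plus 3 SD, set per campaign, cut at about 52% in these data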;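 further: 0% = DMSO treated cells and 100% = cells given Gossypol at 36 µM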
NR5A2 inv ag: inverse agonists of human LRH-1 (NR5A2) | O00482 | HEK293T StAR-luciferase reporter, LRH-1 transfected, 24 h | AID 602396 | 360,000 compounds, 0.13% hits | inhibition, % at 3.6 µM;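 active means inhibition above the mean inhibition of all tested compounds plus 3 SD, cut at about 73% in these data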;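 further: 0% = DMSO wells and 100% = reporter-only cells lacking LRH-1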
Target sequence (O00482 whole entry, looked up): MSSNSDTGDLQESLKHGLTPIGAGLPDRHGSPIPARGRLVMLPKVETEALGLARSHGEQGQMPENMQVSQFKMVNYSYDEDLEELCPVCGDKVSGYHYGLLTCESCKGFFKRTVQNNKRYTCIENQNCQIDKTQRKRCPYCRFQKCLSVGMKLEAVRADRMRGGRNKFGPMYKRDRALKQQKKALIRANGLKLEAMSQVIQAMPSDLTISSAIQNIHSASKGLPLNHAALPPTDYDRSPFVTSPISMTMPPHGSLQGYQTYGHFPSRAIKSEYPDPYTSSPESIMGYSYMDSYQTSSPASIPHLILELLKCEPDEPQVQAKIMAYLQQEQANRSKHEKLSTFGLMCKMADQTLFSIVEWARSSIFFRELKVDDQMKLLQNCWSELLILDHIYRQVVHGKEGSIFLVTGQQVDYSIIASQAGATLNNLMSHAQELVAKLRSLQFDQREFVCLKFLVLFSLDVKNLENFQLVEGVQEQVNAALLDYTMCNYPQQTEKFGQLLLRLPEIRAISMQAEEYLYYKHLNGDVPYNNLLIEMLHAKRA
SRC1 inh: inhibits human SRC1 coactivator. Q15788. HEK293 GAL4-SRC1 luciferase reporter, luminescence. inhibition, % at 3.6 µM. 360,000 compounds, 0.12% hits. AID 588354;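 active means inhibition above the campaign mean plus 3 SD, with each screening campaign given its own cutoff, cut at about 60% in these data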;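 further: 0% = DMSO treated cells and 100% = gossypol at 36 µM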
Numbers without * were called inactive; . = not tested or not shown. Not all compounds are listed; the hit share may differ from the screen's.

SMILES	TROY NFkB inh	LMP1 NFkB inh	NOD2-RIPK2 inh	SRC3 inh	TLR9-MyD88 block	Vif imaging	TRAIL sens C8	COUP-TFII inh	NCOA2 inhibitor	NR5A2 inv ag	SRC1 inh
Cc1ccc(S(=O)(=O)N2CCCCC2CCNC(=O)C(=O)NCc2ccncc2)cc1 (stereo unspecified)	-3	4	-11	24	-2	-1	13	-19	13	-5	3
Cc1sc2nc(CSC(C)C(=O)N3CCOCC3)[nH]c(=O)c2c1C (stereo unspecified)	2	-15	9	15	-4	14	-5	-5	0	16	0
O=C(CSc1nccn1-c1cccc(F)c1)NC1CCCC1	3	-12	-12	-5	-4	3	-10	-19	4	7	3
Fc1ccc(CNc2ncnc3cc(Cl)ccc23)cc1	35	12	3	4	-24	0	14	23	14	10	-5
O=S(=O)(Nc1nc2ccccc2[nH]1)c1ccccc1	-5	12	-7	-12	-45	-14	-1	28	-5	-24	5
COc1ccc(C=Cc2ccc3ccccc3n2)c(OC)c1	-6	45*	-3	4	2	2	70*	47*	12	-21	-6
COC(=O)c1cc2occc2n1Cc1cccc(C)c1	0	0	4	4	-11	3	8	-3	-2	-24	11
COc1ccccc1CNC(=O)C1CCN(C(=O)[C@@H]2Cc3ccccc3CN2)CC1	-12	5	4	-1	1	-4	-19	-7	-6	-19	21
Cc1noc(C)c1C(=O)Nc1ccc(S(=O)(=O)N2CCCCC2)cc1	-1	6	-5	18	2	-5	-4	0	9	15	16
Cc1cc(C(=O)NNC(=O)c2ccc(F)cc2)c(C)s1	-57	-2	-30	-24	-2	11	-1	-22	-4	-3	-12
Cc1ccc2c(CN3CCN(S(=O)(=O)c4ccc(Cl)cc4)CC3)cc(=O)oc2c1C	13	28	-9	12	2	-14	34	-13	-11	-7	-3
O=C(CSc1ccc(Cl)cc1Cl)N1CCC(c2nc3ccccc3s2)CC1	47	4	-6	3	-2	-11	3	5	-15	3	-14
COc1ccccc1OCCc1nnc(N)s1	11	-9	5	7	3	4	-7	6	-4	2	17
COc1ccc(/C=N/NC(=O)c2nn(-c3ccccc3)c(=O)c3c(N)scc23)cc1	3	4	-4	-15	-6	-18	-8	3	-8	-12	6
COc1ccccc1N(C)S(=O)(=O)c1ccc(C(=O)NCc2ccccc2CN2CCCC2)cc1	9	-21	5	4	7	15	21	-10	-5	-46	-21
Cc1ccc(C(=O)NCC(=O)OCC(=O)NC(C)c2ccccc2)s1 (stereo unspecified)	-16	-2	-3	-6	-3	-9	0	-16	2	18	-1
NC(=O)c1cc(-c2ccccc2)nc(N2CCCCCC2)n1	5	-13	-2	8	14	-4	-3	13	6	4	-2
Cc1cccc(CSc2ncnc3nc[nH]c23)c1	-8	2	-10	-2	5	-1	-9	-15	8	-12	-4
CCOC(=O)c1oc2cc(C)cc(O)c2c(=O)c1-c1csc(C)n1	-24	5	0	8	8	-1	2	-8	-17	-6	4
CCc1ccc(C(=O)NC(C(=O)NCC2CCCO2)C(C)C)cc1 (stereo unspecified)	18	3	4	18	-11	-2	-10	-9	1	2	5
COc1cc(C2CC(=O)N(CC(=O)NCC3CCCO3)c3ccccc3S2)cc(OC)c1OC (stereo unspecified)	-3	-2	14	11	-3	6	-9	12	-14	10	-20
Cc1cc(C(F)F)nn1CC(=O)NC1CCCC1	-22	9	-11	12	-2	-9	3	11	-11	3	1
Cn1c(N)c(C(=O)COC(=O)/C=C/c2ccc(Cl)cc2)c(=O)n(C)c1=O	6	2	8	4	-8	0	-2	2	17	7	-3
Cc1[nH]c2ccc(C(=O)OC(C)C(=O)NC3(C#N)CCCCC3)cc2c1C (stereo unspecified)	3	-3	3	6	-1	3	6	-14	9	8	2
CCOC(=O)N1CCN(S(=O)(=O)c2ccc3c(c2)CC(C)N3C(=O)C2CC2)CC1 (stereo unspecified)	2	-3	-19	0	1	-4	-16	4	8	-8	-4
CCCCCNC(=O)CSC1=N/C(=C\c2ccc(Cl)c(Cl)c2)C(=O)N1CC	-8	-9	-16	8	-8	-24	2	9	-27	-3	-11
NS(=O)(=O)c1ccc(-c2cccc(/C=C3\SC(=O)NC3=O)c2)cc1	-1	11	5	-4	-16	-11	6	0	-4	-2	10
Cc1cccc(C)c1NC(=O)NC1(C(=O)N2CCN3CCCC3C2)CCCCC1 (stereo unspecified)	16	-13	0	-1	-3	-29	12	-13	-5	-4	-9
Cc1[nH]nc2c1C1(CCN(C(=O)OCc3ccccc3)CC1)C(C#N)=C(N)O2	13	0	-14	-5	1	.	-8	-1	-8	3	1
CC1CN(Cc2c(O)ccc3c(=O)c(-c4ccccc4)coc23)CC(C)O1 (stereo unspecified)	-14	2	7	5	-12	-4	-8	-12	10	17	-14
COc1ccc(-c2csc(Nc3cccnc3)n2)cc1	-33	-27	-11	-67	-1	5	4	-20	-17	-10	-50
O=C(N/N=C1\CC(c2ccccc2)Oc2ccccc21)c1ccccn1 (stereo unspecified)	-23	-5	1	-9	-8	-2	-10	-14	-13	-78	-24
O=C(Nc1ccc(N2CCCCCC2)cc1)c1ccccc1Cl	1	-24	0	-87	-4	-23	-25	-46	-117	-129	-126
CCCc1nc2nc(C)c(NS(=O)(=O)c3ccc([N+](=O)[O-])cc3)c(=O)n2[nH]1	0	-4	-3	5	-4	-9	0	18	-20	19	-22
COc1cccc(-c2nnc(SCCC(=O)O)n2C)c1	-3	-2	-4	-6	4	10	1	-3	3	9	-9
CC(=O)c1cc2c(cc1NS(=O)(=O)c1cccc(C(=O)O)c1)OCO2	4	4	-5	9	0	16	-8	15	-15	9	-3
Cc1ccc(NC(=O)CCNC(=O)c2ccc(Cl)cc2)cc1C	-9	0	-1	2	1	-6	-15	5	-32	-10	-66
Cc1ccccc1NC(=O)NC1(C(=O)NCc2ccco2)CCCCC1	-3	5	2	-9	2	6	-14	9	9	18	-8
COc1ccccc1CN(C)C(=O)CN1CCN(C(=O)c2cccs2)CC1	3	-1	7	-6	-2	-5	2	7	-3	-3	-16
CCCCCC(=O)Nc1cccc(C2=NOC3(C2)C[C@H](C(N)=O)N(C(=O)c2ccccc2)C3)c1 (stereo partly specified)	-7	-6	-9	7	-1	9	-5	1	-4	10	-8
COc1cc2c(cc1OC)CN(C(=O)CCC(=O)c1ccc(F)cc1)CC2	2	-11	-8	-1	-4	-5	25	-1	-2	-15	-5
COc1ccc(C2=Nc3ccccc3OC2)cc1	-1	-25	-2	-72	-19	.	13	-34	-45	-33	-60
CN(C)c1ccc(/C=N/NC(=O)CN(c2ccccc2Cl)S(C)(=O)=O)cc1Br	27	10	-2	-7	-4	13	1	22	4	0	-6
O=C(CNS(=O)(=O)c1ccccc1F)OCC(=O)c1c[nH]c2ccccc12	14	-2	-2	18	-6	-12	-14	-11	-1	12	-6
COc1ccccc1CCNC(=O)C(=O)c1cn(CC(=O)N2CCCC2)c2ccccc12	-16	1	-11	-1	2	.	-5	1	-21	-4	-30
O=C(Cc1ccccc1)NCCc1cccc(Cl)c1	-22	-6	-9	-7	-4	1	-14	-1	-4	-2	-10
Cc1nc2cc(Nc3nnc(-c4ccccc4)c4ccccc34)ccc2n1C	-56	1	-12	-49	-3	9	75*	-45	-65	-87	-39
Cc1ccc2nc(Nc3nc(-c4ccccc4)cc(=O)[nH]3)nc(C)c2c1	.	-36	0	5	8	3	12	-12	-18	-19	9
Cc1cc(-c2cn3ccccc3n2)c(C)n1-c1ccccc1	-6	-3	-7	-95	-4	-2	64*	-17	-50	-123	-79
O=C(Nc1nnc(COc2ccc(Cl)cc2)s1)c1ccco1	-3	-3	-5	12	17	-4	-2	27	5	9	13
CCOc1ccccc1NC(=O)COc1cccnc1[N+](=O)[O-]	-13	0	-4	3	2	-14	-12	0	-10	-13	-1
O=[N+]([O-])c1cccc(-c2ccc(/C=N/n3c(-c4ccccc4)n[nH]c3=S)o2)c1	7	-2	-1	0	0	6	3	0	-11	15	-2
COC(=O)[C@@]1(Cc2ccccc2)[C@H]2C(=O)N(C)C(=O)[C@H]2[C@H]2CN=C(SC)N21	-1	-7	-3	6	2	-1	-9	11	4	-15	-6
